Screening results (PubChem)
SNCA expr inh = inhibitors of alpha-synuclein (SNCA) gene expression; HEK-293 SNCA-luciferase knock-in, luminescence, 24 h; Potency, µM (highest dose often 57.2 µM), without a hit: at the top dose activity change, negative = inhibition, usual class: inhibitors; actives 0.17% (n = 140,000); AID 1671194;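 further: potency means the concentration at half of the fitted maximal effect; plate controls were DMSO cells for no effect and cell-free wells for full effect; nearly all actives have a fitted effect of over 45% in size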
FLuc inh = Photinus pyralis luciferase inhibition. Potency, µM (top dose mostly 115 µM), for the others: at the top dose activity change, negative = inhibition, actives largely listed as inhibitors. actives 2.5% (n = 76,000). purified P. pyralis luciferase, luminescence, biochemical. AID 1347043. P08659; further: potency means the concentration at half of the fitted maximal effect; nearly all actives have a fitted effect of over 65% in size
Target sequence (P08659 whole entry, looked up): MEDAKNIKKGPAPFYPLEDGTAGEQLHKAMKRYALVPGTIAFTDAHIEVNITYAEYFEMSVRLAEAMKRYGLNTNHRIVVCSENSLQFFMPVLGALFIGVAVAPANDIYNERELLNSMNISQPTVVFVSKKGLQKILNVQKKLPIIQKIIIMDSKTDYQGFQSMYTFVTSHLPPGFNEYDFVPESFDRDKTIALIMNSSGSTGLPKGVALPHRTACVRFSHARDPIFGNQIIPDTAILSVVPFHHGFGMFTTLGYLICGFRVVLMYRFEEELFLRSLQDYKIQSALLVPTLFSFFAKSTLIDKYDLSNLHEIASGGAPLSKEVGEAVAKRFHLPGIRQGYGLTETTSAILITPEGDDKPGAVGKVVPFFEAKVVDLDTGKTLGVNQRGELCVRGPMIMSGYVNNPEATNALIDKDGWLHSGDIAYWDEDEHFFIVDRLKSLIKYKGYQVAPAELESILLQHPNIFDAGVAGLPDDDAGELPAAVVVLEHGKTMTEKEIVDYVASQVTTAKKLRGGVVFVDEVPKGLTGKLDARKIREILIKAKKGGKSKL
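FLuc 10nM, D-luciferin 10uM, ATP 10uM, Mg acetate 10mM, Tris acetate pH 7.5, Tween/BSA; cpd qHTS; enzyme added last; CCD luminescence.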
3T3 cytotox = cytotoxic compounds in NIH 3T3 cells. NIH 3T3 viability, CellTiter-Glo ATP luminescence, 48-72 h. Potency, µM (series often up to 96.7 µM), for the others: top-dose activity change, negative = cytotoxicity, hits mostly inhibitors. actives 4.3% (n = 94,000); further: potency means the concentration at half of the fitted maximal effect; nearly all actives have a fitted effect of over 55% in size
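Cytotoxicity is measured as loss of cellular ATP: NIH 3T3 cells (400/well) are exposed to compound for 48 or 72 hr at 37 °C, then CellTiter-Glo luminescence is imaged after 10 min at room temperature.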
GPT2 inh = inhibitors of human GPT2 alanine aminotransferase | Potency, µM (doses to about 57.7 µM), inactives show at the highest dose activity change, negative = inhibition, most hits filed as inhibitors | actives 0.25% (n = 100,000) | Recombinant GPT2, coupled pyruvate oxidase/HRP Amplex Red fluorescence | AID 1671188; further: potency means the concentration at half of the fitted maximal effect; nearly all actives have a fitted effect of over 60% in size; many of its hits are not listed in these tables
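Inhibition is scored from Amplex Red fluorescence generated when pyruvate oxidase and HRP act on pyruvate released by GPT2. Reactions contain 10ng/uL enzyme, 250uM a-KG and 2mM L-alanine and run 30 min at room temperature.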
IP6K1 inhibitor = blocks human inositol hexakisphosphate kinase 1; Q92551; IP6K1 kinase, ADP-Glo luminescence, 2 h; active compounds read low; activity change, % (series mostly up to about 58 µM); actives 0.81% (n = 140,000); in the data active means activity change below about -25%
Target sequence (Q92551 whole entry, looked up): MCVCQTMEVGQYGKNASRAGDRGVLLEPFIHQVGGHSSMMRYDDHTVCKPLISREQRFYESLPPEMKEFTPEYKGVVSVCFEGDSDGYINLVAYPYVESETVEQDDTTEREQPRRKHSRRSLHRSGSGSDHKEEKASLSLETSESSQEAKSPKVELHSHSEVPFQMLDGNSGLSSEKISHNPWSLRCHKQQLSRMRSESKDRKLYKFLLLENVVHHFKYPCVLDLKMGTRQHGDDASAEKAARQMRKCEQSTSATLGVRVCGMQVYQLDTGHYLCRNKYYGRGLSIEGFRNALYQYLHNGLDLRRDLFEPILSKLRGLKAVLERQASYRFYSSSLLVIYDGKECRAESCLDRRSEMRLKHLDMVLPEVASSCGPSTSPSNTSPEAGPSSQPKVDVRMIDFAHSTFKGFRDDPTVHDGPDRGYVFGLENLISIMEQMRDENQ
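ADP-Glo luminescence measures ADP made by human IP6K1 during a 2 h RT reaction with ATP/IP6 (mix at 1.3 mM/130 uM); top library doses 57.5 and 19.1 uM final.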
HEK293 viab = cell viability loss counter-screen | AID 1671193 | Potency, µM (doses to about 57.1 µM), inactives show top-dose activity change, negative = cytotoxicity, most hits filed as cytotoxic | actives 0.12% (n = 150,000) | HEK-293-SNCA-luc viability, GF-AFC fluorescence, 24 h;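 further: potency means the concentration at half of the fitted maximal effect; 0% = DMSO-treated cells and -100% = medium-only wells without cells; nearly all actives have a fitted effect of over 30% in size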
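HEK-293-SNCA-luc cells (1500/well) plated 24 h, then exposed 24 h to a dilution series; GF-AFC added 30 min at 37C, fluorescence 405/540 nm; normalised to medium-only and DMSO wells, Hill fit.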
HEK cytotox = cytotoxic compounds in HEK 293 cells | HEK 293 viability, ATP luminescence (CellTiter-Glo), 48-72 h | Potency, µM (series often up to 115 µM), without a hit: at the highest dose activity change, negative = cytotoxicity, most hits filed as inhibitors | actives 6.6% (n = 94,000) | AID 1345083; further: potency means the concentration at half of the fitted maximal effect; nearly all actives have a fitted effect of over 60% in size
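Read-out: CellTiter-Glo ATP luminescence. Cells: HEK 293, 250 cells/well. Exposure: 48 or 72 hr, 37 degree Celsius.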
* marks the source's active call; other numbers are inactive results; i = inactive; ? = inconclusive; · = no result given; & = joins results of further samples; [ ] = remark or other dose. Unless noted, the call rests on the fitted dose curve; in most records, active means well fitted curve in the direction sought with a large enough effect; inconclusive means small, poorly fitted or top-dose-only effect, or another doubt; inactive means no such curve, though single readings can be large; an effect the other way counts as inactive or inconclusive. Unless noted, on the % scale 0 is the no-effect control and ±100 the full control effect. The list is partial, so the mix of outcomes need not match the whole.

SMILES | SNCA expr inh | FLuc inh | 3T3 cytotox | GPT2 inh | IP6K1 inhibitor | HEK293 viab | HEK cytotox
COc1ccc(NC(=O)N2CCN(S(=O)(=O)c3ccc4c(ccn4C)c3)CC2)c(OC)c1 | 43%[activator] | · | · | · | 9 | -5% | ·
COCCNC(=O)[C@@H]1C[C@@H](O)CN1C1CCN(C(=O)CCc2ccccc2)CC1 | ? | -3% | i | i | 9 | 4% | -6%
CCOc1ccc(Nc2c(S(=O)(=O)c3ccc(C)cc3)cnc3ccc(F)cc23)cc1 | -38% | · | · | · | -3 | -18% | ·
O=C(NC[C@H]1OC[C@@H](NC2CCCC2)[C@@H]1O)c1ccncc1 | 11%[87.6 µM] | -8%[172 µM] | 5%[138 µM] | 0%[88.5 µM] | -7 | -5%[87.6 µM] | -5%[172 µM]
O=C(NCc1ccc(F)c(F)c1)c1ccc2nnc(-c3cccc(C(F)(F)F)c3)n2c1 | -27% | · | 25µM* | i | -1 | -27% | 32µM*
CCN(CC)C(=O)C1=C(C)N=C2SC=C(CC(=O)NCC3CC3)N2C1c1ccccc1 (stereo not given) | 0% | -6% | -12% | i | -7 | -3% | -1%
CCOC(=O)C(=O)NCC(c1cccnc1)N1CCN(c2ccccc2)CC1 (stereo not given) | 7% | · | · | · | 8 | 0% | ·
CN(C)S(=O)(=O)NCc1cccnc1N1CCN(c2ccccn2)CC1 | -7% | 3% | -18% | -16% | 0 | -4% | -31%
CCOC(=O)c1c(NC(=O)C2c3ccccc3Oc3ccccc32)sc2c1CCC(CC)C2 (stereo not given) | 15% | · | · | · | 2 | 2% | ·
CC(=O)c1nn(-c2ccc(OC(F)(F)F)cc2)nc1Nc1ccccc1 | 81%[activator] | · | · | · | -12 | 11% | ·
Cc1nc2ccc(S(=O)(=O)CCC(=O)Nc3ccc(F)cc3C)cc2s1 | -6% | · | · | · | -8 | 3% | ·
CC(N)C(=O)OC(C)(C)Cc1ccc(Cl)cc1 (stereo not given) | 10% | · | · | -3%&-6% | 33 | 5% | ·
CC(=O)N1C[C@@H](C(=O)N2CCN(c3ncccn3)CC2)[C@H](c2nc(C)no2)C1 | 20% | -4% | i | -2% | 3 | 2% | i
CCCN1CCCC12Cc1ccccc1CN(C(=O)C(C)C)C2 (stereo not given) | -6% | · | ? | 4% | -10 | -3% | 89µM*
O=C1CCN(Cc2ccncc2)CCCC(C(=O)NCCN2CCC(N3CCCCC3)CC2)CCN1 (stereo not given) | -5% | 1% | 1% | -13% | -5 | -5% | -10%
CC(=O)NCc1nnc2n1C(C(=O)NCC1CCCCC1)CC2 (stereo not given) | -7%[87.6 µM] | · | 2%[138 µM] | 4%[88.5 µM] | 2 | -4%[12.5 µM] | -8%[172 µM]
Cc1cccc(OCC(=O)N2CCC3(CC2)CN(c2ncccn2)CC3CO)c1 (stereo not given) | 9% | 7% | 5% | i | -5 | 10% | -4%
O=[S+]([O-])(Nc1nncs1)c1ccc2c(c1)OCCN(Cc1cccs1)C2 | 12%[87.6 µM] | -22%[172 µM] | 25µM* | i | 0 | 16%[87.6 µM] | -30%[172 µM]
O=C(Nc1cccnc1)N[C@@H]1C[C@H](CO)[C@@H](O)[C@H]1O | 6%[87.6 µM] | -2%[172 µM] | -6%[174 µM] | 1%[88.5 µM] | -1 | 0%[87.6 µM] | -3%[172 µM]
COc1ccc(C(=O)N2[C@@H]3CC[C@H]2CC(NC(=O)c2ccc(F)cc2)C3)c(OC)n1 (stereo not given in full) | 18% | -1% | -13% | 4% | -11 | -12% | -7%
Cc1ncsc1CN1CCC2(CC1)c1[nH]c3ccccc3c1CCN2C | -11% | 7% | ? | i | 15 | 3%[12.5 µM] | ?
CC[C@@]1(O)CCN(C(=O)c2cccc(-c3cccc(OC)c3)c2)C[C@H]1O | -14% | -8% | -1% | 1%[11.5 µM] | 27 | -11% | -21%
O=C(COc1ccccc1)NCC(c1ccc(Cl)cc1)N1CCOCC1 (stereo not given) | 21% | · | · | · | -1 | -21% | ·
Cc1cnc(C(=O)N2CC(Oc3ccc(-c4nc(-c5ccccc5)no4)cc3)C2)cn1 | 25% | -16% | -21% | i | -2 | 5% | -23%
CC1CCN(C(=O)[C@@H](C)C2CC[C@@]3(C)CC[C@H](NC(=O)c4cncnc4)[C@@H](C)[C@@H]3[C@H]2O)CC1 (stereo not given in full) | -10% | -5% | -1% | i | 6 | -2% | i
COCCCn1c(=O)c(C(=O)N2CCN([S+](=O)([O-])c3cccc(C(F)(F)F)c3)CC2)nc2cccnc21 | ? | · | -26% | -27% | 3 | 6% | 2%
COc1cc2c(cc1-c1ccc(OC(F)(F)F)cc1)OCC(C)(C)CC2CO (stereo not given) | -16%[25.6 µM] | · | ? | -15%[27.3 µM] | 10 | -13%[23.9 µM] | 22µM*
CNC(=O)c1nc2sccn2c1-c1ccc(C(F)(F)F)cc1 | 7%[87.6 µM] | · | ? | i | 7 | 16%[87.6 µM] | ?
Cc1cccc(NC(=O)N2CCCCC2c2nc(-c3cccnc3)n[nH]2)c1 (stereo not given) | 22% | · | -20% | i | -5 | -2% | -30%
O=C(Nc1ccccc1Cl)N1CCc2nc3cc[nH]n3c(=O)c2C1 | 2% | -23% | -33% | i | 7 | -12% | -26%
COC(=O)c1ccccc1NC(=O)c1nc(-c2ccc(C)cc2)n2c1CCCCC2 | 9% | · | · | · | -16 | -10% | ·
CCOC(=O)c1c(-c2ccccc2)oc2ccc(NS(=O)(=O)c3ccc(OC)cc3)cc12 | ? | · | · | · | -3 | -5% | ·
COc1ccc(-c2cc(C[C@@H]3CC[C@H](O)[C@@H](CNC(=O)c4ccc5c(c4)OCO5)O3)no2)cc1 | 92%[activator] | 5% | ? | i | -2 | 8% | -22%
CCC(=O)N1Cc2ccccc2CC2(CCN(Cc3ccncc3)C2)C1 (stereo not given) | -16% | · | 2% | ? | 7 | -4% | -17%
Cc1ccc(N2C(=O)CSC23C(=O)N(Cc2ccccc2F)c2ccccc23)cc1F (stereo not given) | ? | · | · | · | 14 | -9% | ·
CN1c2cc(C(=O)Nc3cccc(Cl)c3)ccc2C(=O)N2CCCCC21 (stereo not given) | 174%[activator] | 14µM* | ? | 1% | -4 | -3%[12.5 µM] | ?
Cc1ccc(C(=O)N2CCC(Cc3nc(-c4ccccc4)no3)CC2)cn1 | -11% | -10% | ? | -16% | -4 | -28% | ?
COc1cccc(-c2nnc(SCC(=O)N(C)c3ccccc3)o2)c1 | 52%[activator] | · | · | · | 26 | 8% | ·
CN(CCSc1ccccc1)C(=O)C1CC(=O)N(Cc2ccncc2)C1 (stereo not given) | 8% | -9% | -9% | 3% | 15 | -5% | -5%
COc1ccc(CN2CC3(CCN(C(=O)c4cn[nH]c4-c4ccc(F)cc4)CC3)C2=O)cc1 | -12% | -5% | ? | i | 18 | -23% | 28µM*

Given tab-delimited: 2 of the compounds above.
SMILES	SNCA expr inh	FLuc inh	3T3 cytotox	GPT2 inh	IP6K1 inhibitor	HEK293 viab	HEK cytotox
COc1ccc(CN2CC3(CCN(C(=O)c4cn[nH]c4-c4ccc(F)cc4)CC3)C2=O)cc1	-12%	-5%	?	i	18	-23%	28µM*
COc1ccc(-c2cc(C[C@@H]3CC[C@H](O)[C@@H](CNC(=O)c4ccc5c(c4)OCO5)O3)no2)cc1	92%[activator]	5%	?	i	-2	8%	-22%

Next section:
SMILES | SNCA expr inh | FLuc inh | 3T3 cytotox | GPT2 inh | IP6K1 inhibitor | HEK293 viab | HEK cytotox
CC(C)(C)c1ncc(-c2ccccc2)[nH]1 | 41%[activator][87.6 µM] | · | -15%[174 µM] | -5%[88.5 µM] | 5 | -10%[87.6 µM] | -13%[230 µM]
O=c1cc(N2CCOCC2)oc2c(Nc3cccc(Cl)c3)nccc12 | -3%[87.6 µM] | 0%[172 µM] | ? | 0%[88.5 µM] | -31* | ? | ?
COc1ccccc1NC(=O)CSc1nc2c(oc3ccccc32)c(=O)n1-c1ccc(C)cc1 | 71%[activator] | · | · | · | 4 | 5% | ·
C#Cc1cnc2[nH]c(=O)n(C(CC)CC)c2n1 | · | · | · | -1% | -6 | -7% | ·
CCCNC(=O)C1COC2(CCN(C(=O)c3cccc(OC)c3)CC2)N1C(=O)c1ccccc1 (stereo not given) | 34%[activator] | -2% | -8% | 1% | 0 | -6% | -8%
O=C(C1CC1)N1CCN(c2nc3c(Cl)cccc3s2)CC1 | 77%[activator] | · | · | · | -14 | 2% | ·
O=C1NCc2ccccc2CC12CCN(Cc1ccc(F)cc1F)CC2 | 0% | · | -13% | i | 3 | -4% | ?
CCOc1ccc(C(=O)NCC(c2ccc3c(c2)OCO3)N2CCN(C)CC2)cc1 (stereo not given) | -2% | · | · | · | -1 | ? | ·
FC(F)(F)c1cccc2c(N3CCOC(C(F)(F)F)C3)ccnc12 (stereo not given) | -9% | 3% | -46% | -5%[11.5 µM] | -10 | -1% | ?
CC(C)NC(=O)N1CCC(c2noc(-c3ccncc3)n2)C1 (stereo not given) | 29% | -9% | -10% | 4% | -1 | 9% | -3%

Entries of single compounds, looked up by structure.
O=C(C1CC1)N1CCN(c2nc3c(Cl)cccc3s2)CC1 is listed as SNCA expr inh = 77%[activator]; FLuc inh = ·; 3T3 cytotox = ·; GPT2 inh = ·; IP6K1 inhibitor = -14; HEK293 viab = 2%; HEK cytotox = ·
CCOc1ccc(C(=O)NCC(c2ccc3c(c2)OCO3)N2CCN(C)CC2)cc1 (stereo not given) is listed as SNCA expr inh = -2%; FLuc inh = ·; 3T3 cytotox = ·; GPT2 inh = ·; IP6K1 inhibitor = -1; HEK293 viab = ?; HEK cytotox = ·

(list continues)
SMILES | SNCA expr inh | FLuc inh | 3T3 cytotox | GPT2 inh | IP6K1 inhibitor | HEK293 viab | HEK cytotox
CN1CCCCC12Cc1ccccc1CN([S+](=O)([O-])c1ccccc1)C2 (stereo not given) | ? | · | 4% | 2% | -16 | -10% | -11%
CC(=O)N(C1CC1)C1CCOC2(CCN(C(=O)COc3ccccc3)CC2)C1 (stereo not given) | -3% | 0% | i | 1% | -16 | 6% | i
O=C(COc1ccccc1)N[C@H]1[C@H](O)[C@H](O)C[C@@H]1c1ccc(N2CCOCC2)nc1 | 6%[87.6 µM] | -18%[172 µM] | -17%[138 µM] | 2%[88.5 µM] | 3 | 8%[87.6 µM] | -9%[172 µM]
CCCCN1CC(c2nc3ccccc3n2CCCCOc2ccccc2C)CC1=O (stereo not given) | ? | · | · | · | 22 | ? | ·
CC(=O)N1CCC([C@@H]2CN(Cc3cc(F)c(F)cc3F)C[C@H]2CO)CC1 | 20% | 10% | 1% | i | -13 | -2%[12.5 µM] | -4%
COc1cc(NC(=O)CC(C)S(=O)(=O)c2ccc3c(c2)CCN3C(C)=O)cc(OC)c1OC (stereo not given) | 1% | · | · | · | 15 | 4% | ·
COC[C@]1(O)CCN(C(=O)c2c(F)ccc(OC)c2F)CC1(C)C | 14% | 11% | -2% | -7% | 14 | 1% | ?
COc1ccc(NC(=O)/C=C\C(=O)N(c2ccc(C(C)C)cc2)C(C(=O)NCc2ccco2)c2ccc(C)cc2)cc1 (stereo not given) | ? | · | · | · | -6 | -28% | ·
